Granule exo inh: LAMP-1 surface exposure blockers, TALL-104 cells – cell-based, flow cytometry, MLPCN library, primary screen; TALL-104 LAMP-1 surface exposure; cells stimulated with thapsigargin and PMA; inhibition, % at 10 µM; hit rate 0.66% among 360,000;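 active = inhibition above about 55%, limit read from the data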
MC4R antagonist: MC4R antagonists of cAMP signaling, primary screen, cell-based, TR-FRET, antagonist arm of biased-ligand search | Melanocortin receptor 4 (Homo sapiens), P32245 | MC4R-expressing cells, MTII-stimulated cAMP, LANCE TR-FRET | inhibition, % at 6.5 µM | hit rate 0.48% among 360,000 | AID 540295, 2011;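 active = inhibition above its plate's cutoff, the mean of tested wells on that plate plus 3 SD, cut at about 29% in these data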;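 also: 0% = Melanotan II alone and 100% = Melanotan II plus saturating MCL0020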
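System: U2OS-MC4R stable cell line; Technique: Eu-cAMP/anti-cAMP TR-FRET, emission 671 nm; Repeats: single well per compound; Also added: Melanotan II; Dosing: one concentration, 6.5 µM nominal; Schedule: 30-min compound, 1-h challenge, 1-h detection, room temperature.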
ABHD5-PLIN5 inh: ABHD5-PLIN5 interaction inhibitors, primary screen, cell lysate, split luciferase complementation, luminescence | Perilipin-5 (Homo sapiens) + 1-acylglycerol-3-phosphate O-acyltransferase ABHD5 (Homo … | Split G. princeps luciferase complementation, 4 h | hit rate 0.78% among 360,000 | AID 602281, 2012 | inhibition, % at 4 µM;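 active = inhibition above the mean inhibition across every tested compound plus 3 SD, cut at about 22% in these data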;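 also: 0% = DMSO only wells and the 100% control is not disclosed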
Target sequence (Q00G26 whole entry, looked up): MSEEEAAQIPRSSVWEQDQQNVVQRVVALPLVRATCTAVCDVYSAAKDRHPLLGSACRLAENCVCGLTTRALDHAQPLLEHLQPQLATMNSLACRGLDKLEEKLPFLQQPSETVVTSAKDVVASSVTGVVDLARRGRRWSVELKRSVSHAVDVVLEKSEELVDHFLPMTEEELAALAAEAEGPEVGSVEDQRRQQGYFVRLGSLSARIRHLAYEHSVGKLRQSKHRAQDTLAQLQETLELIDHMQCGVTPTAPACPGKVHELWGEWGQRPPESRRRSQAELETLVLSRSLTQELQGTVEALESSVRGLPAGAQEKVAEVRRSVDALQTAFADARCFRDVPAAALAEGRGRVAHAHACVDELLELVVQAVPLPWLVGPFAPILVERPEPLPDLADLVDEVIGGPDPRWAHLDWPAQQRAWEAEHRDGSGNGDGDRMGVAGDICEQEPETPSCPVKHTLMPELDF
Target sequence (Q8WTS1 whole entry, looked up): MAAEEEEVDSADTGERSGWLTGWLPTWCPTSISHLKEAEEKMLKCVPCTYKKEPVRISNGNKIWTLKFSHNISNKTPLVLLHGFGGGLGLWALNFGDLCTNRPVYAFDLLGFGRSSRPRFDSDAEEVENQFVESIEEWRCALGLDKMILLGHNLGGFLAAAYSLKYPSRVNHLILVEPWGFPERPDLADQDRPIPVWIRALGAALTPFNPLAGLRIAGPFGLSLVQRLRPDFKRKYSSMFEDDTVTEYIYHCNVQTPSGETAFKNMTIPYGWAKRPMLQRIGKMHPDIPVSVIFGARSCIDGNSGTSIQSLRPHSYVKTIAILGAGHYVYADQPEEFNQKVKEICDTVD
ABCB6 inh MLPCN: ABCB6 transporter inhibitors, primary screen, K562-ABCB6 cells, flow cytometry, MLPCN library. hit rate 0.19% among 360,000. K562-ABCB6 porphyrin accumulation, 1 h; stronger effect = lower value. fluorescence ratio to DMSO, % at 10 µM;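 active = fluorescence ratio to DMSO below 75%, the collection mean minus 3 SD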;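 also: signal is porphyrin accumulated inside mitochondria; 100% equals median channel fluorescence of DMSO control wells; lower ratio means ABCB6 inhibition with less porphyrin fluorescence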
MC4R barr agon: MC4R agonists recruiting beta-arrestin, primary screen, cell-based, luminescence, agonist arm of biased-ligand search | activation, % at 8.9 µM | U2OS MC4R beta-arrestin complementation; percent of melanotan II response, DMSO zero | hit rate 0.98% among 360,000 | Melanocortin receptor 4 (Homo sapiens), P32245;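 active = activation above a per-plate cutoff, the mean activation of sample wells on that plate plus 3 SD, cut at about 8% in these data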
hiPSC survival: enhancers of single-cell hiPSC survival, primary screen, ATPlite luminescence; 100% = ROCK inhibitor wells, 0% = DMSO; survival enhancement, % at 20 µM; hit rate 0.044% among 360,000; AID 602274, 2012; in the data active = survival enhancement above about 18%;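 also: cells exposed to compounds for 16 hours before the ATP read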
N-glyco inh: increase of ERlucT glycosylation luciferase signal, primary screen, N-linked glycosylation inhibitor project, D54 ERlucT cells, luminescence, set 2 | D54 ERlucT glycosylation luciferase reporter, 24 h; percent of 100 nM tunicamycin response | reporter increase, % at 12.5 µM | hit rate 0.23% among 360,000;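 active = mean luciferase reporter signal, scaled so untreated is 0 and the glycosylation-blocking control 100, at or above a set limit in every replicate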;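 also: luciferase carries N-glycosylation sites so blocking glycosylation raises the light; 0% = median of neutral control wells and 100% = median of 100 nM tunicamycin wells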
aDG glyco act: activators of alpha-DG glycosylation, primary screen, uHTS, Pro5-aDG cells, AlphaScreen; alpha-DG glycosylation AlphaScreen (IIH6); 0% Pro5, 100% B10-LARGE cell signal; activation, % at 10 µM; hit rate 0.22% among 360,000; AID 624168, 2012;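 active = activation of at least 8% versus controls, or a plate z-score of at least 8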;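 also: Pro5 are CHO cells carrying HIG-tagged alpha-DG that lacks glycosylation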
HTR2A ag: mouse Htr2a agonists via beta-arrestin recruitment, primary screen, cell-based, luminescence. 5-hydroxytryptamine receptor 2A (Mus musculus), P35363. CHO-K1 mHTR2A beta-arrestin complementation; percent of 30 µM serotonin response. activation, % at 7.6 µM. hit rate 0.66% among 360,000. AID 624169, 2012;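 active = activation above a run cutoff, the mean activation of all tested compounds plus 3 SD, cut at about 14% in these data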;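 also: 0% = plate median of compound wells and 100% = 30 µM serotonin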
Cardio protect: cardioprotection against H2O2-induced cell death, primary screen, uHTS, H9c2 cells, ATPLite luminescence; hit rate 0.63% among 360,000; AID 588492, 2011; H9c2 cardiomyocytes, H2O2 injury protection, 2 h; protection from H2O2 cell death, % at 20 µM;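 active = compounds giving at least 50% protection of heart cells from peroxide-induced death in the single-dose screen, raw or plate-pattern-corrected value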;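 also: 0% = DMSO wells with peroxide and 100% = DMSO wells without peroxide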
An asterisk follows results filed as active. A portion of the library. The share of hits here may be higher or lower than overall.

`CC(=O)O/C(=C1\CC2C3CC=C4CC(OC(C)=O)CCC4(C)C3CCC2(C)C1=O)C(F)(F)F` (configuration not stated) gave Granule exo inh 0, MC4R antagonist 8, ABHD5-PLIN5 inh 4, ABCB6 inh MLPCN 96, MC4R barr agon -2.3, hiPSC survival -0.9, N-glyco inh -1, aDG glyco act 3.0, HTR2A ag -3 and Cardio protect 36.
`C[C@]12CC[C@H]3C(CCC4(O)CC(O)CC[C@]34C=O)C1=CC[C@H]2c1ccc(=O)oc1` (some centres not stated) gave Granule exo inh -5, MC4R antagonist 4, ABHD5-PLIN5 inh 1, ABCB6 inh MLPCN 96, MC4R barr agon 21*, hiPSC survival 0.5, N-glyco inh -5, aDG glyco act 0.0, HTR2A ag 4 and Cardio protect 2.
Screening COC(=O)C1=C(c2ccc(F)cc2OCc2ccccc2)C[C@@H]2CC[C@H]1N2C(=O)N1CCCC1 returned Granule exo inh 5, MC4R antagonist -5, ABHD5-PLIN5 inh 0, ABCB6 inh MLPCN 94, MC4R barr agon -0.4, hiPSC survival -4.1, N-glyco inh -3, aDG glyco act 0.2, HTR2A ag -4 and Cardio protect -4.
Screening CN1CCN(c2ccc(Cl)cc2N)CC1 returned Granule exo inh 5, MC4R antagonist -1, ABHD5-PLIN5 inh -7, ABCB6 inh MLPCN 99, MC4R barr agon -2.2, hiPSC survival -1.4, N-glyco inh -4, aDG glyco act 0.1, HTR2A ag -3 and Cardio protect -3.
`CC(=Nc1ccccc1N)c1c(O)n(C)c(=O)[nH]c1=O` gave Granule exo inh -10, MC4R antagonist 1, ABHD5-PLIN5 inh 8, ABCB6 inh MLPCN 98, MC4R barr agon -0.6, hiPSC survival 0.1, N-glyco inh 2, aDG glyco act -0.1, HTR2A ag -1 and Cardio protect -4.
For c1ccc(CC2CCCCN2)cc1 (configuration not stated) the results were Granule exo inh 0, MC4R antagonist 1, ABHD5-PLIN5 inh -6, ABCB6 inh MLPCN 101, MC4R barr agon -1.0, hiPSC survival 3.0, N-glyco inh -2, aDG glyco act -0.1, HTR2A ag 1 and Cardio protect -1.
For COc1ccc(CCN)cc1O the results were Granule exo inh -3, MC4R antagonist 5, ABHD5-PLIN5 inh 5, ABCB6 inh MLPCN 103, MC4R barr agon -0.1, hiPSC survival -2.0, N-glyco inh 4, aDG glyco act -0.4, HTR2A ag 10 and Cardio protect 15.
CCOC(=O)C1CCN(/C=C2/C(=O)NC(=O)N(c3cccc(C)c3C)C2=O)CC1 was read as Granule exo inh 0, MC4R antagonist -6, ABHD5-PLIN5 inh 3, ABCB6 inh MLPCN 99, MC4R barr agon -1.5, hiPSC survival -0.2, N-glyco inh 1, aDG glyco act 0.1, HTR2A ag 2 and Cardio protect 2.
Screening COC(=O)C1=C(c2cc3ccccc3s2)C[C@@H]2CC[C@H]1N2C(=O)N1CCCC1 returned Granule exo inh 3, MC4R antagonist -4, ABHD5-PLIN5 inh 4, ABCB6 inh MLPCN 100, MC4R barr agon -1.5, hiPSC survival 1.7, N-glyco inh -2, aDG glyco act 0.8, HTR2A ag -13 and Cardio protect -9.
CCOc1ccccc1Oc1coc2cc(OC(=O)N(C)C)ccc2c1=O was read as Granule exo inh -10, MC4R antagonist 15, ABHD5-PLIN5 inh -4, ABCB6 inh MLPCN 97, MC4R barr agon 1.2, hiPSC survival 0.1, N-glyco inh 0, aDG glyco act 0.2, HTR2A ag 7 and Cardio protect -2.

The last 2 records of the part before lead into the next:
Screening COC(=O)C1=C(c2cc3ccccc3s2)C[C@@H]2CC[C@H]1N2C(=O)N1CCCC1 returned Granule exo inh 3, MC4R antagonist -4, ABHD5-PLIN5 inh 4, ABCB6 inh MLPCN 100, MC4R barr agon -1.5, hiPSC survival 1.7, N-glyco inh -2, aDG glyco act 0.8, HTR2A ag -13 and Cardio protect -9.
CCOc1ccccc1Oc1coc2cc(OC(=O)N(C)C)ccc2c1=O was read as Granule exo inh -10, MC4R antagonist 15, ABHD5-PLIN5 inh -4, ABCB6 inh MLPCN 97, MC4R barr agon 1.2, hiPSC survival 0.1, N-glyco inh 0, aDG glyco act 0.2, HTR2A ag 7 and Cardio protect -2.
For COC(=O)C1=C(c2ccc(S(C)(=O)=O)cc2)C[C@@H]2CC[C@H]1N2C(=O)N1CCCCC1 the results were Granule exo inh -3, MC4R antagonist 1, ABHD5-PLIN5 inh 1, ABCB6 inh MLPCN 100, MC4R barr agon -1.1, hiPSC survival 1.0, N-glyco inh 1, aDG glyco act -0.3, HTR2A ag 2 and Cardio protect 2.
For Cc1cccc(C(=O)Nc2ccc(Cl)cc2C(=O)c2ccccc2)c1 the results were Granule exo inh 4, MC4R antagonist 13, ABHD5-PLIN5 inh -2, ABCB6 inh MLPCN 106, MC4R barr agon 0.4, hiPSC survival 3.4, N-glyco inh -3, aDG glyco act 0.0, HTR2A ag -3 and Cardio protect -5.
For COc1ccc(C(C)=O)cc1CC(C(=O)c1ccc(F)cc1)N(C)C (configuration not stated) the results were Granule exo inh -1, MC4R antagonist 0, ABHD5-PLIN5 inh 5, ABCB6 inh MLPCN 98, MC4R barr agon -2.4, hiPSC survival -1.0, N-glyco inh -3, aDG glyco act 0.1, HTR2A ag 6 and Cardio protect 4.
For CNc1ccc2oc(C[C@H]3O[C@@]4(CC[C@H]3C)O[C@H]([C@H](C)C(=O)c3ccc[nH]3)[C@H](C)C[C@H]4C)nc2c1C(=O)O the results were Granule exo inh 33, MC4R antagonist -55, ABHD5-PLIN5 inh -23, ABCB6 inh MLPCN 107, MC4R barr agon -6.7, hiPSC survival -3.0, N-glyco inh -15, aDG glyco act -0.4, HTR2A ag -6 and Cardio protect -42.
For Cc1cccc(-c2nc3ccccc3c(=O)n2-n2cccc2)c1 the results were Granule exo inh 6, MC4R antagonist 15, ABHD5-PLIN5 inh 2, ABCB6 inh MLPCN 104, MC4R barr agon -1.2, hiPSC survival 2.5, N-glyco inh 4, aDG glyco act 0.0, HTR2A ag -2 and Cardio protect 6.
`COc1ccc(C(C)=O)cc1CN1CC=C(c2ccccc2)CC1` gave Granule exo inh -12, MC4R antagonist 12, ABHD5-PLIN5 inh -6, ABCB6 inh MLPCN 93, MC4R barr agon 0.8, hiPSC survival -0.1, N-glyco inh 3, aDG glyco act 0.5, HTR2A ag -4 and Cardio protect 0.
For Cc1sc2ncnc(N3CCC(C(=O)Nc4ccc(C#N)c(Cl)c4)CC3)c2c1C the results were Granule exo inh 10, MC4R antagonist 11, ABHD5-PLIN5 inh -3, ABCB6 inh MLPCN 98, MC4R barr agon 0.3, hiPSC survival 0.1, N-glyco inh -1, aDG glyco act -0.2, HTR2A ag -13 and Cardio protect -12.
Screening O=C1NC(=S)N(c2ccc(Cl)cc2)C(=O)/C1=C/N1CCN(C(=O)c2ccco2)CC1 returned Granule exo inh -2, MC4R antagonist 10, ABHD5-PLIN5 inh -3, ABCB6 inh MLPCN 100, MC4R barr agon 0.8, hiPSC survival -0.9, N-glyco inh 2, aDG glyco act 0.0, HTR2A ag -3 and Cardio protect 4.
Screening COc1cccc(C2C([N+](=O)[O-])=C(N)Oc3c2c(=O)oc2ccccc32)c1 (configuration not stated) returned Granule exo inh -3, MC4R antagonist 6, ABHD5-PLIN5 inh 2, ABCB6 inh MLPCN 98, MC4R barr agon -0.3, hiPSC survival 0.5, N-glyco inh 1, aDG glyco act -0.3, HTR2A ag -1 and Cardio protect -1.
O=C(c1cccs1)N1C2CCC1CC(O)(c1cccnc1)C2 (configuration not stated) was read as Granule exo inh 0, MC4R antagonist 10, ABHD5-PLIN5 inh 3, ABCB6 inh MLPCN 90, MC4R barr agon -2.1, hiPSC survival 1.5, N-glyco inh -2, aDG glyco act -0.1, HTR2A ag 1 and Cardio protect 1.
`CCN(CC)c1ccc(N=Cc2c(O)n(-c3cc(OC)ccc3OC)c(=O)[nH]c2=O)cc1` gave Granule exo inh 3, MC4R antagonist 0, ABHD5-PLIN5 inh -3, ABCB6 inh MLPCN 102, MC4R barr agon 0.9, hiPSC survival 0.3, N-glyco inh 7, aDG glyco act -0.1, HTR2A ag 6 and Cardio protect -6.
Screening O=c1c2ccccc2nc(Cc2ccccc2)n1-c1ccccc1O returned Granule exo inh -5, MC4R antagonist 11, ABHD5-PLIN5 inh -5, ABCB6 inh MLPCN 94, MC4R barr agon -2.6, hiPSC survival 0.0, N-glyco inh -4, aDG glyco act 0.2, HTR2A ag 8 and Cardio protect 4.
For O=C1Nc2ccccc2/C1=C/c1nc2ccccc2c(=O)n1-c1ccc(O)cc1 the results were Granule exo inh 3, MC4R antagonist 13, ABHD5-PLIN5 inh 17, ABCB6 inh MLPCN 103, MC4R barr agon -3.9, hiPSC survival -0.8, aDG glyco act -0.3, HTR2A ag 1 and Cardio protect 31.
For O=C1C=C2C=C[C@H]3C[C@]2(O1)[C@@H]1CCCCN13 the results were Granule exo inh -5, MC4R antagonist 3, ABHD5-PLIN5 inh -4, ABCB6 inh MLPCN 96, MC4R barr agon -2.2, hiPSC survival -1.1, N-glyco inh -1, aDG glyco act 0.5, HTR2A ag -1 and Cardio protect 10.
For COP(=O)(OC)C1(O)C(=O)Nc2ccc(Br)cc21 (configuration not stated) the results were Granule exo inh -8, MC4R antagonist 28, ABHD5-PLIN5 inh -3, ABCB6 inh MLPCN 105, MC4R barr agon 2.8, hiPSC survival 0.5, N-glyco inh 3, aDG glyco act 0.7, HTR2A ag 1 and Cardio protect 3.
CN=C1CN(O)C(c2ccccc2)c2cc(Cl)ccc2N1 (configuration not stated) was read as Granule exo inh -9, MC4R antagonist -9, ABHD5-PLIN5 inh 5, ABCB6 inh MLPCN 96, MC4R barr agon -1.1, hiPSC survival -3.6, N-glyco inh -3, aDG glyco act -0.3, HTR2A ag 0 and Cardio protect -1.
`O=S(=O)(c1ccccc1)N1CC1c1ccccc1` (configuration not stated) gave Granule exo inh -1, MC4R antagonist 7, ABHD5-PLIN5 inh -3, ABCB6 inh MLPCN 99, MC4R barr agon -1.8, hiPSC survival -0.7, N-glyco inh -1, aDG glyco act -0.2, HTR2A ag 0 and Cardio protect 5.
Screening COc1ccc(-[n+]2c(-c3ccccc3)cc(-c3ccc(C)cc3)cc2-c2ccccc2)cc1 returned Granule exo inh 74*, MC4R antagonist 4, ABHD5-PLIN5 inh 17, ABCB6 inh MLPCN 98, MC4R barr agon 4.5, hiPSC survival -0.7, aDG glyco act 0.5, HTR2A ag 12 and Cardio protect -17.
